Abeta rescue: qHTS for compounds that reverse cellular toxicity of Amyloid beta (A-beta) peptide in yeast: Primary Screen | yeast expressing A-beta42, growth rescue, OD600, 48 h; response scale: 0% DMSO, 100% iron-clioquinol control | Potency, µM (doses to about 46.1 µM), for the others: at the top dose growth rescue, actives largely listed as activators | hit rate 0.063% among 410,000; note: nearly all actives have a fitted effect of over 55% in size
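Yeast growth medium received pinned compounds, then yeast cells expressing toxic A-beta were added; plates incubated at 30 C for 48 hr. Growth read as absorbance at 600 nm, normalized to DMSO and equimolar FeCl3 plus clioquinol controls.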
FUS yeast rescue: qHTS for Suppressors of FUS Proteinopathy: Primary screen using FUS-linked yeast assay. hit rate 0.24% among 390,000. S. cerevisiae FUS-expressing, growth rescue, OD600, 24 h. AID 1347120, 2019. Potency, µM (top dose mostly 76.6 µM), without a hit: at the top dose growth rescue (activation), most hits filed as activators;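 note: plate controls were DMSO vehicle for no effect and reference control for full effect; nearly all actives have a fitted effect of over 55% in size; some results filed as inactive show a strong effect at the top dose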
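Galactose (2%) drives FUS expression in yeast precultured in raffinose; seeding density OD 0.005. Test compounds incubated 24hr at 30C and 99% humidity before absorbance at 600 nm was measured.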
* = called active by the depositor; [ ] = remark or other dose. Calls come from the whole dose curve; as a rule, active = well fitted activation curve with a large enough effect; inconclusive = small, poorly fitted or top-dose-only effect; inactive = no such curve, though single readings can be large or run the other way. Potency is the fitted concentration of half-maximal effect.

What do the screens show for `O=C(CN1C(=O)COc2ccc(S(=O)(=O)N3CCCCCC3)cc21)N1CCN(c2ccc(Cl)cc2)CC1`?
Abeta rescue: -20%; FUS yeast rescue: 0%

What do the screens show for `Cc1ccc(C(=O)Nc2cccc(OCc3cc(=O)n4c5c(sc4n3)CCCC5)c2)cc1`?
Abeta rescue: -3%; FUS yeast rescue: -7%

What do the screens show for `COc1ccc(C)cc1NC(=O)Nc1ccccc1OCc1cc(=O)n2ccccc2n1`?
Abeta rescue: -18%; FUS yeast rescue: -6%

Results for CCc1ccc(NC(=O)Cc2c(C(=O)O)c(C)cn2C)cc1 ?
Abeta rescue: -7%; FUS yeast rescue: 24%

How did CC1C(=O)Nc2ccc(S(=O)(=O)N3CCCCC3)cc2NC1=O (centres undefined) do in these assays?
Abeta rescue: -23%; FUS yeast rescue: -36%

Results for Cc1ccc(S(=O)(=O)c2nc(-c3cccs3)oc2SCc2ccc(F)cc2)cc1 ?
Abeta rescue: -3%; FUS yeast rescue: 17%

What do the screens show for `CCOC(=O)c1sc(NC(=O)C2c3ccccc3Oc3ccccc32)c(C#N)c1C`?
Abeta rescue: -12%; FUS yeast rescue: 0%

How did COc1ccc(-c2nsc(NC(=O)c3ccccc3Br)n2)cc1 do in these assays?
Abeta rescue: -24%; FUS yeast rescue: 35%

How did COc1ccc(OC)c(CCNC(=O)c2cnn(-c3ccccc3Cl)c2C2CCN(C(=O)OC(C)(C)C)CC2)c1 do in these assays?
Abeta rescue: 6%; FUS yeast rescue: 39%

Results for CCN(CC)c1ccc(CNS(=O)(=O)c2cc3c(cc2C)NC(=O)CO3)cc1 ?
Abeta rescue: -2%; FUS yeast rescue: 4%

How did CCOc1ccc(C2CC(=O)c3c([nH]c(C(=O)OCC4CCCCC4)c3C)C2)cc1 (centres undefined) do in these assays?
Abeta rescue: -18%; FUS yeast rescue: -11%

Results for COc1cc(C(=O)NCc2nnnn2-c2ccc(C)c(C)c2)cc(OC)c1OC ?
Abeta rescue: -11%; FUS yeast rescue: 21%

How did Cc1ccc(-c2cnc(C3CC3)o2)cc1S(=O)(=O)Nc1ccc(F)cc1Cl do in these assays?
Abeta rescue: -5%; FUS yeast rescue: -29%

What do the screens show for `Cc1ccc(C)c(NC(=O)Cn2cnc3nc4c(cc3c2=O)CCCC4)c1`?
Abeta rescue: 6%; FUS yeast rescue: -7%

How did O=C(CSc1nc2c(oc3ccccc32)c(=O)n1Cc1ccco1)Nc1cccc(Cl)c1 do in these assays?
Abeta rescue: -9%; FUS yeast rescue: -6%

How did COc1ccccc1N1CCN(C(CNC(=O)C(=O)NCc2ccc(C)cc2)c2cccnc2)CC1 (centres undefined) do in these assays?
Abeta rescue: 2%; FUS yeast rescue: 19%

What do the screens show for `Cc1ccc(N2C(=O)CCSC23C(=O)N(Cc2ccccc2)c2ccccc23)cc1` (centres undefined)?
Abeta rescue: -4%; FUS yeast rescue: 22%

How did COc1ccc(CCn2c(=O)c3cccnc3n(CC(=O)Nc3ccc(C)cc3C)c2=O)cc1OC do in these assays?
Abeta rescue: -14%; FUS yeast rescue: 6%

How did CCOC(=O)c1cnc2c(C)cc(C)cc2c1NCCc1ccc(OC)c(OC)c1 do in these assays?
Abeta rescue: -6%; FUS yeast rescue: -21%

What do the screens show for `O=C(c1ccc2c(Cl)c3c(nc2c1)CCCC3)N1CCN(c2cccc(C(F)(F)F)c2)CC1`?
Abeta rescue: -6%; FUS yeast rescue: -13%

What do the screens show for `Cc1cccc(NC(=O)CSc2nc(=O)n(CCN3CCOCC3)c3c2CCC3)c1C`?
Abeta rescue: -4%; FUS yeast rescue: -9%

What do the screens show for `O=C(NCCc1ccc(Cl)cc1)c1c2c(nc3ccccc13)C(=O)N(C1CCCCC1)C2`?
Abeta rescue: -11%; FUS yeast rescue: -2%

Results for Cn1nnnc1SCCCNCc1cc(Cl)ccc1OCc1ccccc1F ?
Abeta rescue: 5%; FUS yeast rescue: -17%

What do the screens show for `CCOc1ccc(CCNC(=O)CN2C(=O)C(CC)Oc3ccccc32)cc1OCC` (centres undefined)?
Abeta rescue: -1%; FUS yeast rescue: -2%

What do the screens show for `COc1ccc(-c2nn3c(=O)cc(CN4CCN(C(=O)Nc5cc(C)ccc5C)CC4)nc3s2)cc1`?
Abeta rescue: -12%; FUS yeast rescue: 7%

Results for COc1cc(NC(=O)Cc2c(C(=O)O)c(C)cn2C)cc(OC)c1 ?
Abeta rescue: -13%; FUS yeast rescue: 41%

Results for CCN(CC)C(=O)Cn1c(=O)n(Cc2ccc(C(=O)NCc3ccccc3Cl)cc2)c(=O)c2ccccc21 ?
Abeta rescue: -12%; FUS yeast rescue: 14%

What do the screens show for `Cc1cccn2cc(-c3cccc(NC(=O)C(C)C)c3)nc12`?
Abeta rescue: -4%; FUS yeast rescue: -1%

Results for COc1ccc(N2CCN(C(=O)CCS(=O)(=O)c3cc4c(cc3Cl)NC(=O)CO4)CC2)cc1 ?
Abeta rescue: -19%; FUS yeast rescue: 9%

How did CCOc1ccc(CNC(=O)Cn2nc(C)n3cccc3c2=O)cc1 do in these assays?
Abeta rescue: -20%; FUS yeast rescue: -3%

What do the screens show for `Cc1oc2ncnc(N3CCCCC3)c2c1C(=O)Nc1cccc(Cl)c1C`?
Abeta rescue: -42%; FUS yeast rescue: 33%

What do the screens show for `CCC(=O)N1CCc2cc(Br)cc(S(=O)(=O)N3CCN(c4ccccc4)CC3)c21`?
Abeta rescue: -6%; FUS yeast rescue: -14%

Results for CCc1nc2onc(C)c2c(=O)n1CC(=O)O ?
Abeta rescue: -5%; FUS yeast rescue: -3%

How did O=C(NCC(c1ccc2c(c1)OCO2)N1CCN(c2ccccc2)CC1)c1ccccc1F (centres undefined) do in these assays?
Abeta rescue: -7%; FUS yeast rescue: -4%

How did Cc1oc2ncnc(N3CCCCC3)c2c1C(=O)NCC1CCN(Cc2ccc(F)cc2)CC1 do in these assays?
Abeta rescue: -16%; FUS yeast rescue: 1%

How did CCOc1ccc(CN2CCc3nc(Nc4ccc(OC)cc4OC)ncc3C2)cc1 do in these assays?
Abeta rescue: 6%; FUS yeast rescue: 9%

What do the screens show for `CCc1ccc(NC(=O)CSc2nc3ccccc3c(=O)n2CCNC(C)=O)cc1`?
Abeta rescue: -4%; FUS yeast rescue: -32%

What do the screens show for `Cc1ccc2nc(COc3ccccc3NC(=O)COc3ccc(F)cc3)cc(=O)n2c1`?
Abeta rescue: -11%; FUS yeast rescue: -14%

What do the screens show for `CCCc1nn2c(=O)cc(COC(=O)C3CCCCC3)nc2s1`?
Abeta rescue: -13%; FUS yeast rescue: 17%

How did CCc1ccccc1N1C(=O)CN(S(=O)(=O)CC)CC1(C)C(=O)NC1CCCCC1 (centres undefined) do in these assays?
Abeta rescue: -14%; FUS yeast rescue: -9%

What do the screens show for `CC(C)COc1ccc(C(=O)NCC2(N3CCN(C)CC3)CCCCC2)cc1`?
Abeta rescue: 6%; FUS yeast rescue: 9%

Results for CC(=O)Nc1ccc(S(=O)(=O)Nc2cc(-c3cn4ccccc4n3)ccc2C)cc1 ?
Abeta rescue: -22%; FUS yeast rescue: 9%

How did CCc1ccc(C2c3c(n[nH]c3C)C(=O)N2c2ccc(C)cc2)cc1 (centres undefined) do in these assays?
Abeta rescue: -7%; FUS yeast rescue: 18%

Results for CCOc1ccccc1NC(=O)c1nc(SC(C)C)ncc1Cl ?
Abeta rescue: 0%; FUS yeast rescue: 17%

How did CCN(CC)c1ccc(NC(=O)C(NS(=O)(=O)c2cccs2)C(C)C)c(C)c1 (centres undefined) do in these assays?
Abeta rescue: -13%; FUS yeast rescue: 11%

How did CCN1c2ccccc2-n2cccc2C12CCN(C(=O)Nc1ccccc1C(F)(F)F)CC2 do in these assays?
Abeta rescue: -1%; FUS yeast rescue: -15%

How did Cc1c(Cl)cccc1NC(=O)CCn1nc(C)c2c(C)n(-c3ccccc3)nc2c1=O do in these assays?
Abeta rescue: -10%; FUS yeast rescue: -18%

What do the screens show for `CCOc1ccccc1CNCCSc1nnnn1C`?
Abeta rescue: 0%; FUS yeast rescue: -15%

What do the screens show for `COc1ccc(-c2nnc(C3CCN(C(=O)c4ccccc4F)CC3)o2)cc1`?
Abeta rescue: 2%; FUS yeast rescue: -15%

What do the screens show for `CCn1nc(C)c(CCN(C)C(=O)Nc2cccc(Cl)c2C)c1C`?
Abeta rescue: -9%; FUS yeast rescue: 5%

Results for Cc1cccc(-n2ncc(C(=O)N3CCC(C)CC3)c2C2CCN(C(=O)OC(C)(C)C)CC2)c1 ?
Abeta rescue: -8%; FUS yeast rescue: 5%

What do the screens show for `Cc1nc(-c2ccc(F)cc2)sc1CCNC(=O)c1ccc(C(C)(C)C)cc1`?
Abeta rescue: -13%; FUS yeast rescue: 33%

Results for CCC(C)OC(=O)/C(C#N)=C\c1ccc(-c2ccccc2Cl)o1 (centres undefined) ?
Abeta rescue: -16%; FUS yeast rescue: 3%

Results for CCn1cc(C(=O)NCc2ccccc2OC)c(=O)c2cc(S(=O)(=O)N3CCCCCC3)ccc21 ?
Abeta rescue: 8%; FUS yeast rescue: 4%

What do the screens show for `CC(=O)Nc1ccc(C2Sc3ccccc3NC3=C2C(=O)c2ccccc23)cc1` (centres undefined)?
Abeta rescue: -6%; FUS yeast rescue: 34%

What do the screens show for `Cc1ccc(NC(=O)CCn2cccn2)c(C)c1`?
Abeta rescue: -12%; FUS yeast rescue: -14%

Results for CCOC(=O)N1CCc2c(sc3c2C(=O)NC(c2ccc(N(C)C)cc2)N3)C1 (centres undefined) ?
Abeta rescue: -18%; FUS yeast rescue: 14%

How did CCc1nc2cccnc2n1-c1ccc(CC(=O)Nc2ccc(C)cc2)cc1 do in these assays?
Abeta rescue: -1%; FUS yeast rescue: 2%

What do the screens show for `COc1ccccc1N1CCN(S(=O)(=O)c2ccc(-c3coc(C)n3)cc2)CC1`?
Abeta rescue: -13%; FUS yeast rescue: -9%

What do the screens show for `Cc1nc2ccc(S(=O)(=O)N(CC(=O)Nc3cccc(C)c3C)Cc3ccccc3)cc2s1`?
Abeta rescue: 13%; FUS yeast rescue: 10%

Results for CN(C)c1ccc(/C=C/c2noc(-c3ccccc3O)n2)cc1 ?
Abeta rescue: -3%; FUS yeast rescue: 33%

Results for CCOC(=O)c1scc(-c2ccccc2)c1S(=O)(=O)Nc1cc(OC)cc(OC)c1 ?
Abeta rescue: -9%; FUS yeast rescue: 26%

How did O=C(COCc1cc(-c2ccco2)on1)Nc1cc(Cl)ccc1O do in these assays?
Abeta rescue: -23%; FUS yeast rescue: 6%

What do the screens show for `COc1cccc(CNC(=O)c2c(C)nn(-c3ccc(F)cc3)c2-n2cccc2)c1`?
Abeta rescue: -16%; FUS yeast rescue: 22%

How did O=C(c1ccccc1)c1ccc2nc(Nc3ccccc3Cl)c3nncn3c2c1 do in these assays?
Abeta rescue: -7%; FUS yeast rescue: 5%

Results for CSc1ccc(CNC(=O)Cn2c(-c3cccs3)cc3cc(F)ccc32)cc1 ?
Abeta rescue: -1%; FUS yeast rescue: 1%

Results for COc1ccc(-c2noc(N3CCN(c4ccc(C)cc4)C(C)C3)n2)cc1OC (centres undefined) ?
Abeta rescue: 7%; FUS yeast rescue: 27%

Results for Cc1ccc(NC(=O)CSc2nc3ccc(NC(=O)c4cccc(Cl)c4)cc3s2)c(C)c1 ?
Abeta rescue: -5%; FUS yeast rescue: -3%

What do the screens show for `CCOC(=O)Cn1c(=O)n(CC2CCCO2)c2nc(-c3ccc(CC)cc3)nc(C(N)=O)c21` (centres undefined)?
Abeta rescue: -6%; FUS yeast rescue: 22%

Results for CC(C)Oc1ccc(C(=O)N(Cc2ccc(N(C)C)cc2)Cc2ccco2)cc1 ?
Abeta rescue: -32%[inhibitor]; FUS yeast rescue: inconclusive

Assay outcomes as filed in PubChem.

An excerpt (hit frequency here may not be typical).
